High-throughput results as filed in PubChem.
rCAG RNA binder – r(CAG) repeat RNA binding. AID 651821. 1.3% of 370,000 active. TO-PRO-1 dye displacement fluorescence. inhibition, % at 3 µM;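 active means inhibition above the plate cutoff, the mean of all test compounds on that plate plus 3 SD, cut at about 35% in these data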;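 further: 0% = DMSO alone and 100% = 100 µM mitoxantrone as full dye displacement; higher means more dye released from RNA so lower well fluorescence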
HTRA1 inh – HTRA1 (human) protease inhibition; 0.5% of 340,000 active; AID 504803; Q92743; recombinant HTRA1, FP-rhodamine activity-based probe, fluorescence polarization; inhibition, % at 5.96 µM; in the data active means inhibition above about 36%;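 further: 0% = enzyme with DMSO and 100% = wells lacking enzyme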
NPR1 activator – GC-A (human) enzyme activation; HEK293 GC-A cells, cGMP TR-FRET, EC30 ANP; 0% at EC30 ANP, 100% saturating ANP; activation, % at 10 µM; 0.14% of 370,000 active; P16066; AID 1671463; in the data active means activation above about 40%
ABHD4 inh – inhibits mouse alpha/beta hydrolase domain 4 | purified mABHD4, FP-Rh probe fluorescence polarization | Q8VD66 | inhibition, % at 8.92 µM | 0.54% of 370,000 active;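 active means inhibition exceeding the mean over every tested compound plus 3 SD, cut at about 30% in these data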;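 further: 0% = plate median of compound wells and 100% = S159A mutant with DMSO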
Target sequence (Q8VD66 whole entry, looked up, the tested form may be a part): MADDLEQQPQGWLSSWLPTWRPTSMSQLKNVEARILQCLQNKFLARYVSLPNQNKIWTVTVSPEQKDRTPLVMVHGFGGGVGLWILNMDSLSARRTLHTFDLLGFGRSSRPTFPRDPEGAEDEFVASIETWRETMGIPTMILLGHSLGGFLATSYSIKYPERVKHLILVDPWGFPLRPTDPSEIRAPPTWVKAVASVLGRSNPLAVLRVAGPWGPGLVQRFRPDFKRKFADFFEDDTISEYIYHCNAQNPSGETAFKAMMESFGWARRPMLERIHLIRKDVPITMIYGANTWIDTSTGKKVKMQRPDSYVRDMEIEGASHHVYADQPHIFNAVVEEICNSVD
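Test system: mABHD4 protein; Read-out basis: % inhibition; Incubation: 45 min + 60 min at 25 °C; Repeats: single replicate; Technique: fluorescence polarization with parallel and perpendicular emission, 525/598 nm; Compound: 8.92 µM, single dose; Benchmarks: full inhibition S159A mutant plus DMSO, zero as sample-well median.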
NR1D1 modulator – modulates human Rev-erb alpha binding to DNA. P20393. Rev-erbα–FITC-DNA binding, fluorescence polarization, 90 min. activity, % at 10 µM. 0.79% of 370,000 active. AID 1259318;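 active means activity above about 14%, limit read from the data; passing the limit was not always enough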;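 further: 0% = DMSO wells with 35 nM protein and 100% = DMSO wells with 750 nM protein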
Target sequence (P20393 whole entry, looked up): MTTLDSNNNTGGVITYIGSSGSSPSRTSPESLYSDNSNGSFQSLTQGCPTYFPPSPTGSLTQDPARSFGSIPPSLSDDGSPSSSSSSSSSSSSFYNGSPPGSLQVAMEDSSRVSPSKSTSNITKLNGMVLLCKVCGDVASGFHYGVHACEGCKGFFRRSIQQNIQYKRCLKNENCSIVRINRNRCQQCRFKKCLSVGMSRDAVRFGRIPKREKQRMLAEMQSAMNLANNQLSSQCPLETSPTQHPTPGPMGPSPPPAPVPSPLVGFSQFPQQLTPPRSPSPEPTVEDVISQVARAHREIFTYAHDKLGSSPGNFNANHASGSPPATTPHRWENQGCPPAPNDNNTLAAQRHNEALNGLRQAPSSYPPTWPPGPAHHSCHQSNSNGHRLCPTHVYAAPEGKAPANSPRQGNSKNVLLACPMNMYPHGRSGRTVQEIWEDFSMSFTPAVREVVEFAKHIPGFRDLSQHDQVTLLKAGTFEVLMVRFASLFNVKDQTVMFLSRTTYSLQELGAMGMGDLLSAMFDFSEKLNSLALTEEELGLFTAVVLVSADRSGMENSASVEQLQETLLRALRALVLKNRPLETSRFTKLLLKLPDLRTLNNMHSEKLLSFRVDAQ
ASAP1 GAP inh – inhibitors of human ASAP1 ArfGAP activity; ASAP1-stimulated ARF1 GTP hydrolysis, GDP FP detection; 0.19% of 360,000 active; Q9ULH1; inhibition, % at 16.5 µM; in the data active means inhibition above about 25%;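 further: 0% = vehicle with enzyme and substrate and 100% = no enzyme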
PG9 binder – binds the HIV-1 gp120 antibody PG9; TR-FRET gp120-PG9 antibody binding; inhibition, % at 6.7 µM; 0.43% of 360,000 active; AID 624416; in the data active means inhibition above about 8.5%
GC-B act – GC-B (human) receptor activation | activation, % at 10 µM | P20594 | 0.11% of 370,000 active | HEK293-GC-B cells, CNP EC30, cGMP TR-FRET; 0% at EC30 CNP, 100% saturating CNP;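 active means activation at 10 µM reaching about 35% in either raw or pattern-adjusted values, limit read from the data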
ARFGAP1 inh – rat ARFGAP1 inhibition; 0.26% of 360,000 active; AID 651572; Arfgap1-stimulated ARF1 GTP hydrolysis, GDP FP detection; inhibition, % at 16.5 µM; Q62848;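 active means inhibition above a per-plate limit, mean inhibition of low control wells plus 3 SD, cut at about 25% in these data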;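 further: 0% = DMSO wells with enzyme and 100% = wells lacking Arfgap1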
Target sequence (Q62848 1-136 limits assumed): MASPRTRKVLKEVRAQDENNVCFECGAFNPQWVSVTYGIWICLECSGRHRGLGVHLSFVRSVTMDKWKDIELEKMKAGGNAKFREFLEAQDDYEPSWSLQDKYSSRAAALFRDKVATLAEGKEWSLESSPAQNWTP
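System: truncated rat Arfgap1 GAP domain / Medium: HEPES-based buffer, pH 7.5 / Also added: N-terminally truncated human ARF1-GTP substrate / Incubation: enzyme reaction 120 min at 25 °C after 20 min preincubation / Measured by: FP of antibody-bound GDP Alexa 633 tracer, ex 620/em 688 nm / Replicates: singlicate, each compound tested once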
SMARCA2 activ – SMARCA2 function activation, primary screen; MG213 cells, MMTV-luciferase reporter, dexamethasone, overnight; AID 652017; activation, % at 9.1 µM; 1% of 370,000 active; in the data active means activation above about 7.8%;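 further: 0% = vehicle wells and 100% = reference activator wells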
Active calls of the source: *; / = not tested or not shown.

SMILES	rCAG RNA binder	HTRA1 inh	NPR1 activator	ABHD4 inh	NR1D1 modulator	ASAP1 GAP inh	PG9 binder	GC-B act	ARFGAP1 inh	SMARCA2 activ
COc1cc(C2C(c3ccccc3)C(c3cc(OC)cc(=O)o3)C2c2ccccc2)oc(=O)c1 (centres undefined)	-4	-10	-19	-3	-1	-4	-1.2	-24	-6	0
Cc1cccc(C(=O)Nc2cccc(Br)c2)c1[N+](=O)[O-]	7	-26	-3	-8	4	-8	0.1	-8	3	2
CC(C)On1c(SC(C)C)nc2ccccc2c1=O	-1	-2	-5	2	-3	17	1.8	1	3	1
O=C(NN=Cc1ccc2c(c1)CCC2)c1ccccc1O	2	0	-1	3	-8	2	0.9	11	-4	2
CC1CN(C(=O)C2CCCCC2)C(C)CN1C(=O)C1CCCCC1 (centres undefined)	-8	7	-2	3	2	-3	1.4	4	-9	0
COc1ccc(-c2nc(Cn3c(SCc4cccc(F)c4)nc4ccncc43)c(C)o2)cc1OC	3	-24	2	-8	-4	-2	0.1	-4	-2	-2
CC1(c2nnnn2-c2ccc3c(c2)OCCO3)CCC(=O)N1CCOc1ccccc1 (centres undefined)	0	/	-2	8	-7	8	-0.6	-1	-2	-3
CC(C(=O)Nc1ccc2c(c1)OCO2)N(c1ccc(Cl)cc1)S(C)(=O)=O (centres undefined)	9	0	-2	-13	2	5	3.6	3	6	-1
CC(=O)CSc1nc2c(c(=O)[nH]c(=O)n2C)n1CCCc1ccccc1	-4	-13	2	1	-3	4	-1.9	1	9	-1
O=C1C(Cc2cccc([N+](=O)[O-])c2)S/C(=N/N=C/c2ccco2)N1c1ccccc1 (centres undefined)	-3	2	4	-4	-6	2	-2.5	4	10	-1
COc1ccc(S(=O)(=O)N2CCOCC2)cc1NC(=O)CSc1ccc(F)cc1	1	2	0	-2	-2	1	1.7	7	3	8
COc1ccc(NC(=O)Nc2nnc(CC(=O)Nc3ccccc3)s2)cc1	42*	1	3	-5	3	-3	-0.5	-4	-4	0
CC(C)C[C@H](NC(=O)N1CCCCCC1)C(=O)O	-2	3	-2	2	-3	9	-1.6	3	-3	2
CCN1CCOC(CC(=O)Nc2cccc([N+](=O)[O-])c2)C1=O (centres undefined)	27	/	0	10	2	3	-2.1	1	4	-4
COc1ccc(S(=O)(=O)N2CCN(CCC(=O)Nc3ccc(F)cc3)CC2)cc1	-3	-9	-1	-5	2	9	-3.7	2	2	-1
O=C(Nc1ccc(F)cc1)Nc1ccc(Cl)cn1	1	-4	-5	0	-3	0	2.2	4	14	1
Cc1ccc(C)c(S(=O)(=O)NCCOc2nc(NC(C)C)nc(NC(C)C)n2)c1	-9	-3	-1	-7	2	3	0.3	-2	0	1
CCOC(=O)c1cc(-c2ccccc2)sc1NC(=O)C(C)OC(=O)c1cccc(S(=O)(=O)N(C)C)c1 (centres undefined)	0	-5	-1	-3	1	3	1.0	1	1	1
O=C(Nc1ccccc1C(F)(F)F)c1cc(S(=O)(=O)N2CCOCC2)ccc1F	2	-2	0	-4	3	-2	-0.1	-2	1	0
Cc1cc(=O)n(C(NC(=O)c2ccccc2)C(=O)c2ccccc2)cn1 (centres undefined)	-3	-12	5	-4	9	0	0.1	4	4	4
COc1ccc(N2CC(C(=O)O)CC2=O)cc1 (centres undefined)	1	8	4	-7	-8	3	-1.6	0	-1	7
O=c1[nH]c(-c2ccc3c(c2)OCO3)nc2c1sc(=S)n2-c1ccccc1	1	7	0	1	76*	-18	-1.9	-7	-1	-1
CC(=O)Nc1ccccc1NC(=O)C/C(C)=N/NC(=O)c1ccccn1	-2	4	4	-1	2	-3	-1.1	-1	0	6
Cc1cc(-n2cnc(-c3cn[nH]c3C)n2)no1	-3	8	4	3	0	-5	-0.6	2	7	1
CCOc1ccc2nc(NC(=O)CSc3nc(SC)ns3)sc2c1	6	-17	2	2	1	0	-1.7	-6	4	1
O=C(NCCc1ccc(Cl)cc1)C1CC(=O)N(CCc2ccccc2)C1 (centres undefined)	-6	-4	3	-3	-2	3	-0.9	-3	7	2
CC(=O)N1N=C(c2cccc(O)c2)CC1c1cccs1 (centres undefined)	2	0	0	36*	5	6	-0.3	-1	7	-1
COc1ccccc1CNC(=O)c1ccncc1	-3	2	4	3	4	-5	-2.4	3	0	-2
O=C(OCc1cn([C@H]2C[C@H](c3ccc(Cl)cc3)N(C(=O)c3cccs3)C[C@@H]2O)nn1)c1ccccc1	5	-14	2	-2	-4	-3	-0.4	0	1	-3
CCOC(=O)C1CCCN(/C=C2\SC(=S)N(CC)C2=O)C1 (centres undefined)	-5	1	3	10	7	-1	-3.1	0	8	5
O=C(NC1CCCC1)C(c1ccccc1)n1c(-c2cccc3ccccc23)nc2ccccc21 (centres undefined)	5	/	-16	0	3	-8	1.2	-13	15	0
CCOC(=O)C1C(C(=O)NN)C1C(=O)Nc1ccccc1 (centres undefined)	4	-10	-1	2	0	24	-0.1	0	-4	-2
Cn1ccnc1SCC(=O)NC1CCCCC1	3	1	-3	-5	3	0	0.8	4	3	-1
CC(=O)Nc1ccccc1C(=O)C(=O)Nc1ccc(C)c(C)c1	-4	2	2	-1	3	-2	0.7	5	6	2
CCOc1ccc(NC(=O)CCC(=O)NNC(=O)COc2ccc(C)cc2)cc1	-4	0	-2	2	-15	-4	-2.4	2	5	-1
O=C(NNC(=O)C1CC(c2cccnc2)=NO1)Nc1cccc(F)c1 (centres undefined)	3	10	3	3	0	1	-1.8	0	4	1
CCN(CC)C(=O)C1=C(C)N(Cc2ccccc2)C(=O)C(CC(=O)NCc2ccco2)C1 (centres undefined)	-1	0	4	6	-3	-1	0.3	1	6	2
Cc1csc(SC(C)C(=O)Nc2ccc(F)cc2Cl)n1 (centres undefined)	-1	4	2	-3	-4	5	-0.9	0	-1	1
C=CCn1c(=S)[nH]c2ccccc2c1=O	-1	-2	5	0	-2	10	-3.4	16	-10	4
O=C(NNC(=O)C1C2CCC(C2)C1C(=O)O)c1ccc(Cl)cc1 (centres undefined)	-2	-6	1	-3	3	13	-2.1	-1	3	2

Four successive compounds already listed, for reference:
SMILES	rCAG RNA binder	HTRA1 inh	NPR1 activator	ABHD4 inh	NR1D1 modulator	ASAP1 GAP inh	PG9 binder	GC-B act	ARFGAP1 inh	SMARCA2 activ
COc1ccccc1CNC(=O)c1ccncc1	-3	2	4	3	4	-5	-2.4	3	0	-2
O=C(OCc1cn([C@H]2C[C@H](c3ccc(Cl)cc3)N(C(=O)c3cccs3)C[C@@H]2O)nn1)c1ccccc1	5	-14	2	-2	-4	-3	-0.4	0	1	-3
CCOC(=O)C1CCCN(/C=C2\SC(=S)N(CC)C2=O)C1 (centres undefined)	-5	1	3	10	7	-1	-3.1	0	8	5
O=C(NC1CCCC1)C(c1ccccc1)n1c(-c2cccc3ccccc23)nc2ccccc21 (centres undefined)	5	/	-16	0	3	-8	1.2	-13	15	0

Continuation:
SMILES	rCAG RNA binder	HTRA1 inh	NPR1 activator	ABHD4 inh	NR1D1 modulator	ASAP1 GAP inh	PG9 binder	GC-B act	ARFGAP1 inh	SMARCA2 activ
CCN(CC(O)COCc1ccc(Cl)cc1)C1CCCCC1 (centres undefined)	1	-4	3	10	-4	6	1.7	-1	9	-1
Cc1ccc(C2CCN(C(=S)Nc3cccc(Cl)c3)C2)cc1 (centres undefined)	-1	-23	0	-24	-1	-4	0.2	-1	3	6
COc1ccc(OCCOc2ccc(C)nc2[N+](=O)[O-])cc1	-4	-3	2	0	3	8	-0.9	0	7	1
CCCN(CCC)S(=O)(=O)c1ccc(C(=O)Nc2ccc(OCC(=O)N3CCOCC3)cc2)cc1	0	-2	1	-11	0	-1	1.0	1	10	2
CCOc1ccc(C(C)=O)cc1Cc1c(O)nc(N)[nH]c1=O	7	/	3	-1	-5	-1	-1.4	5	-5	-2
O=C(O)C1CCCCC1C(=O)Nc1ccc2c(c1)CCC2 (centres undefined)	0	-1	0	-3	-3	-5	-2.5	6	2	-1
CCN(CC)C(=O)C1=C(C)N(Cc2ccc(C(C)(C)C)cc2)C(=O)C(CC(=O)NCc2cccc3ccccc23)C1 (centres undefined)	6	-39	-2	4	-1	4	-1.7	8	2	-5
CCN(CC)c1ccc2cc(C(=O)O)c(=O)oc2c1	2	0	-4	14	1	-3	-5.8	-5	-2	-4
C=CCN1C(=O)c2ccc(C(=O)NCCc3ccc(OC)c(OC)c3)cc2C1=O	-4	0	1	-1	-5	0	0.9	1	-6	1
CCn1c2ccccc2c2cc(NC(=O)c3cc4c(C)nn(-c5ccccc5)c4s3)ccc21	20	/	-1	1	4	/	/	-1	/	-5
CCOc1ccc(NC(=O)COc2ccc3c(c2)OCO3)cc1	2	-6	-2	7	3	-20	-1.0	-3	7	-2
COC(=O)[C@]12CCCCC=C1N(Cc1ccc(OC)cc1)C(=O)[C@@H]2CC(=O)NCc1ccc(C)o1	2	/	2	4	-3	/	/	1	/	0
CC1CCN(c2cc(=O)n(C3CCCCC3)c(=O)[nH]2)CC1	0	2	-2	5	-4	3	-1.1	2	-2	-3
CCOc1ccccc1N1CCN(Cc2cnc(-c3ccccc3)[nH]2)CC1	-5	-1	0	2	-2	-6	-1.3	3	-3	0
Cc1ccc(C(=O)N/C(=C\c2ccc(Cl)cc2)C(=O)NCCCN2CCOCC2)cc1	-7	9	3	2	4	3	-1.4	0	-3	-3
Cc1cc(-c2ccc(C(C)C)c(S(=O)(=O)N3CCN(c4ccccc4)CC3)c2)on1	11	-23	-2	-2	0	7	1.4	2	4	-2
CSC1CCCCC1(O)CSc1nc2c(cc1C#N)CCCC2 (centres undefined)	-2	-18	-4	7	4	-3	-0.2	-1	0	-2
Cc1ccc(S(=O)(=O)/N=C(/NC(=S)Nc2cccc(C)c2)c2ccccc2)cc1	0	-6	-3	-11	7	7	-1.9	6	6	6
O=C(Cn1nc(Cl)nc1Cl)c1ccc([N+](=O)[O-])cc1	4	2	-6	4	4	-8	0.1	-1	7	-2
CCc1ccc(N=C2NC(=O)/C(=C/c3cc(OC)c(O)c(OC)c3)S2)cc1	42*	-51	8	-33	1	-7	-1.3	1	-8	-1
CCCOC(=O)CC1C(=O)NCCN1Cc1ccccc1C (centres undefined)	1	10	1	3	-7	-5	0.9	-9	-3	9.5*
Cc1c(Cl)cccc1NC(=S)N1CCN(c2ccccn2)CC1	0	1	3	-3	-23	-7	-1.0	1	9	-1
O=C(NC1CCCCC1)c1c2c(nc3ccccc13)CCC2	5	2	1	-8	-4	4	-0.4	-3	0	-3
N/C(Cc1ccc(Cl)c(Cl)c1)=N\OC(=O)c1cccs1	-4	-16	-4	-2	-3	-3	-1.5	0	0	5
ClC1(Cl)CC1CSc1ncn[nH]1 (centres undefined)	1	2	5	0	-2	-17	-1.6	-1	1	0
CC(C)Cn1c(SCC(=O)N2CCN(S(=O)(=O)c3ccccc3)CC2)nc2ccccc21	-3	-13	-7	-5	-1	-4	2.5	-6	-11	-3
CN(Cc1ccc(F)cc1)C(=O)c1cccc(S(=O)(=O)N2CCN(c3ccccc3)CC2)c1	-2	-11	-4	-4	2	11	-1.9	1	8	-1

A few values from the results shown:
NR1D1 modulator result of CSC1CCCCC1(O)CSc1nc2c(cc1C#N)CCCC2 (centres undefined) → 4
SMARCA2 activ result of C=CCN1C(=O)c2ccc(C(=O)NCCc3ccc(OC)c(OC)c3)cc2C1=O → 1
GC-B act result of N/C(Cc1ccc(Cl)c(Cl)c1)=N\OC(=O)c1cccs1 → 0
